# CD40 NFkB inh: inhibitors of CD40-induced NF-kB signaling, primary screen, BL2 cells, luciferase reporter, single point; AID 1053188, 2014; 83,000 tested, 0.94% active; inhibition, % at 10 µM; CD40L-induced, 4 h;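 active = mean inhibition of at least 50% with a set share of replicates also reaching that level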;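 note: 0% = neutral control wells and 100% = IKK inhibitor VII at 50 µM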
# The depositor's hits bear a star; & = joins results of further samples; [ ] = dose if it differs, or a comment. Not all compounds are listed; count on the stated rates, not on these rows.
CD40 NFkB inh	structure
7	COc1ccccc1C(=O)NC(=O)COC(=O)CN1C(=O)NC2(CCCCC2C)C1=O (stereo not given)
-1[25 µM]	O=C(C[C@H]1C=C[C@H](NC(=O)C2CCC2)[C@@H](CO)O1)NC1CCCCC1
11[25 µM]	CCN1[C@H](C(=O)OC)[C@@H](CO)[C@@H]2Cn3c(ccc(C4=CCCCC4)c3=O)[C@@H]21
-5	COC(=O)c1ccc(Cn2nc(C)c([N+](=O)[O-])c2C)o1
-23	O=C(NCC[C@H]1CC[C@H](NC(=O)C2CCCC2)[C@@H](CO)O1)Nc1ccc(Cl)cc1
22	ClC(Br)=C(n1cnc2ccccc21)n1cnc2ccccc21
1	COc1ccc(CCNS(=O)(=O)c2ccc(C3CNC(=O)C3)cc2)cc1OC (stereo not given)
-1	COc1ccc(NC(=O)c2ccco2)cc1NC(=O)COc1ccccc1
10[25 µM]	C[C@@H]1CN([C@@H](C)CO)C(=O)c2c(c3ccccc3n2C)-c2ccccc2CO[C@H]1CN(C)Cc1ccc2c(c1)OCO2
6	O=[N+]([O-])c1ccc(N2CCCC2)cc1N1CCCC1
-11	Cc1noc(C)c1CSc1ccccc1C(=O)N(C)CC(=O)Nc1cccc(F)c1
-6	Cc1noc2ncnc(Oc3ccc4ccccc4c3)c12
-98	Cc1occc1C(=O)N/N=C/c1cccc2ccccc12
5	CCn1cc(C(=O)O)c(=O)c2ccc(C)nc21
1	CN1CCN(S(=O)(=O)c2ccc(Sc3nc4ccccc4[nH]3)c3nsnc23)CC1
4	Cc1nnc2ccc(-c3cccc(NS(=O)(=O)c4cc(F)ccc4F)c3)nn12
21	COc1cc(F)ccc1-c1csc(C(C)(O)c2ccc(F)c(F)c2)n1 (stereo not given)
-14	CC(=O)Oc1ccc(C(c2ccc(OC(C)=O)cc2)c2ccccn2)cc1
4[25 µM]	CC(C)(C)[S@](=O)N1Cc2cc(C(=O)N3CCc4ccccc4C3)nc(-c3cccc(-c4cncnc4)c3)c2[C@@H]1CCO
4	CC(C)[C@H](NC(=O)Nc1cccc(C(F)(F)F)c1)C(=O)O
-51	CN(C)c1nccc(N(Cc2ccccc2)Cc2ccccc2)c1C#N
12	COc1ccc(CCC(=O)OCC(=O)c2ccc[nH]2)cc1OC
-38	CC(=O)Nc1cnc(-c2ccc3c(c2)OCO3)cn1
11	Cc1ccc(NC(=O)c2ccc(Cl)c(S(=O)(=O)N3CCCCCC3)c2)nc1
5	O=S(=O)(c1ccc(-c2csc(Nc3ccc(F)cc3)n2)cc1)N1CCCC1
-10[25 µM]	O=C(C[C@@H]1C[C@H]2c3cc(NC(=O)c4ccc5c(c4)OCO5)ccc3O[C@H]2[C@@H](CO)O1)NCc1ccc(Oc2ccccc2)cc1
3	NC(Cc1ccc(C(F)(F)F)cc1)c1csc(Nc2ccc(S(N)(=O)=O)cc2)n1 (stereo not given)
-23[25 µM]	C[C@@H]1CN([C@@H](C)CO)C(=O)c2ccccc2-c2ccccc2CO[C@@H]1CN(C)C(=O)c1ccc(F)cc1
7	COc1cccc(CNC(=O)C2Cc3ccccc3CN2C(C)=O)c1 (stereo not given)
-6	CC1(C2CC2)NC(=O)NC1=O (stereo not given)
-3	CCc1cc2c(cc3c(=O)n(CC(=O)NCCCN4CC(C)CC(C)C4)ncn32)s1 (stereo not given)
-3	CC(C)NC(=O)N(C)C[C@@H]1Oc2c(cccc2N(C)C)C(=O)N(C)C[C@@H]1C
65*	C=CC[n+]1c(/C=C2\C=Cc3cc(C)ccc3N2CC)ccc2ccccc21
11	CN(CC(=O)O)Cc1oc(CO)cc(=O)c1O
12	O=C(O)c1ccc2c(c1)OCCO2
18	COc1ccc(Nc2cc(C)nc(NCc3ccccc3)n2)cc1
68*[25 µM]	CCCNC(=O)N1[C@H](CO)[C@H](c2ccc(-c3cccc(OC)c3)cc2)[C@@H]1C#N
-1	CC(C)CN1CCN(CC#Cc2ccccc2)CC1CCO (stereo not given)
-5	O=C(COC(=O)COc1ccc(Cl)cc1)Nc1ncc(Br)s1
13	CCCn1c(SCC(=O)N2CCCC(C)C2)nnc1-c1ccccn1 (stereo not given)
11[25 µM]	C[C@H]1CN([C@@H](C)CO)C(=O)c2ccccc2-c2ccccc2CO[C@@H]1CN(C)Cc1cccc(C(F)(F)F)c1
4	Cc1nc(CN(C)C(=O)CC2C(=O)NCCN2Cc2ccc(F)cc2)cs1 (stereo not given)
-18	CC(=O)c1ccc(N2CCN(C(=O)Cc3cccs3)CC2)cc1
-7[25 µM]	CN1C(=O)c2cc(NC(=O)C3CCOCC3)ccc2OC[C@@H]2O[C@@H](CC(=O)NCC3CCCCC3)CC[C@H]21
-15	Cc1cccc(C(=O)OC(C)C(=O)N2CCN(Cc3ccccc3)CC2)c1 (stereo not given)
11	Cc1nn(Cc2ccc(F)cc2)c(C)c1NC(=O)c1noc2c1CCCCC2
4	CC(=O)NC1=NC(=O)/C(=C/N2CCCCC2)S1
-17[25 µM]	CO[C@@H]1CN(C)C(=O)c2cc(NC(=O)c3nc4ccccc4s3)ccc2OC[C@H](C)NC[C@H]1C
4	COC(=O)c1ccc(NC(=O)c2sc3nc(-c4ccccc4)cn3c2C)cc1
17	CCCCCn1nc(C(=O)N2CCc3ccccc32)c2ccccc2c1=O

# Structures above printed as active in CD40 NFkB inh.
CD40 NFkB inh	structure
65*	C=CC[n+]1c(/C=C2\C=Cc3cc(C)ccc3N2CC)ccc2ccccc21
68*[25 µM]	CCCNC(=O)N1[C@H](CO)[C@H](c2ccc(-c3cccc(OC)c3)cc2)[C@@H]1C#N

# Among those listed so far, these have a COOH group.
CD40 NFkB inh	structure
5	CCn1cc(C(=O)O)c(=O)c2ccc(C)nc21
4	CC(C)[C@H](NC(=O)Nc1cccc(C(F)(F)F)c1)C(=O)O
11	CN(CC(=O)O)Cc1oc(CO)cc(=O)c1O
12	O=C(O)c1ccc2c(c1)OCCO2

# Taken from the listing for reference:
CD40 NFkB inh	structure
4	COC(=O)c1ccc(NC(=O)c2sc3nc(-c4ccccc4)cn3c2C)cc1
17	CCCCCn1nc(C(=O)N2CCc3ccccc32)c2ccccc2c1=O

# More entries
CD40 NFkB inh	structure
4	Cn1cccc1C(=O)OCC(=O)Nc1cc(C(C)(C)C)nn1-c1ccccc1
-59	COc1ccccc1C(=O)NCC(=O)Nc1ccc2c(c1)CCC2
5	Cc1cccc(C(=O)NCC(=O)OCC(=O)NC2CCCCCCC2)c1
-16	c1ccc2cc(Sc3ncnc4c3oc3ccccc34)ccc2c1
-3	CS(=O)(=O)NCCSCc1c(Cl)cccc1Cl
19	CCOc1cc(NC(=S)NCC2CCCO2)c(OCC)cc1NC(=O)CC (stereo not given)
0	COc1ccc2c3c(n(C)c2c1)[C@H](CO)NCC31CN(Cc2cc(-c3ccccc3)on2)C1
6[25 µM]	CN(C)C(=O)[C@@H]1[C@@H](CO)[C@@H]2Cn3c(cccc3=O)[C@H]1N2CC1CCOCC1
-20[25 µM]	C[C@@H]1CCCCO[C@@H](CN(C)C(=O)c2ccncc2)[C@@H](C)CN([C@H](C)CO)C(=O)c2cc(NS(=O)(=O)c3cccs3)ccc2O1
-2[25 µM]	CC(C)COC(=O)N(C)C[C@@H]1OCc2ccccc2-c2ccccc2C(=O)N([C@H](C)CO)C[C@@H]1C
23	COC(=O)C1CCN(C(=O)CCCOc2ccccc2)CC1
0	Cc1cccc(Oc2c([N+](=O)[O-])c(=O)n(C)c3ccccc23)c1
4	Cc1cccc(/C=N/NC(=O)C[n+]2ccccc2)c1
14	COC(=O)c1c(C)oc(C)c1S(=O)(=O)N1CCCCC1
17	CCN1CCc2c(OCC(=O)N3CCCCC3)cccc2C1=O
4	CNN/C(N=Cc1ccc([N+](=O)[O-])s1)=N\S(=O)(=O)c1cc(C)c(Cl)cc1SCc1ccccc1
5	CCCCn1c(N)c(N(CC)C(=O)c2c(CC)noc2C)c(=O)[nH]c1=O
5	CC(=O)Nc1cccc2c1O[C@H](CN(C)C(C)=O)[C@H](C)CN(C)C2=O
14	Cc1nnc(-c2cccc(Br)c2)c2cn(-c3ccccc3Cl)nc12
-6	Cc1ccc(S(=O)(=O)NNc2ccccc2)cc1
-1	O=C(O)c1cc2c([nH]c1=O)CCCC2
-6	CCN(CC)S(=O)(=O)c1cccc(C(=O)N[C@H](C(=O)O)C(C)C)c1
-4[25 µM]	O=C(C[C@@H]1C[C@@H]2c3cc(NC(=O)Cc4ccncc4)ccc3O[C@@H]2[C@@H](CO)O1)NCCN1CCCCC1
0	COc1ccccc1NC(=O)Cn1cc(C(=O)C2CC2)c2ccccc21
0[25 µM]	CCCC#Cc1ccc2c(c1)O[C@H](CN(C)C(=O)CC)[C@H](C)CN([C@@H](C)CO)S2(=O)=O
4	COc1cccc(NC(=O)CN(C)C(=O)c2oc3c(ccc4ccccc43)c2C)c1
12	CC(=S)c1c(C)cc2cc(C)ccn12
7	CCC(C)C(N=C1NS(=O)(=O)c2ccccc21)C(=O)N1CCC(C)CC1 (stereo not given)
8	O=S(=O)([N-]c1nc2ccccc2nc1-[n+]1ccccc1)c1ccccc1
-11[25 µM]	COc1ccc2c3c(n(C)c2c1)[C@@H](CO)N(S(C)(=O)=O)CC31CCN(Cc2nccs2)CC1
-11	CC1CCCN(C(=O)C2CCN(S(=O)(=O)c3cccs3)CC2)C1 (stereo not given)
-51	COc1ccc2c(c1)CCc1c(C(=O)NCc3cccnc3)noc1-2
6	O=C(CCC1CCCC1)NCCS(=O)(=O)N1CCN(c2ccccc2)CC1
-13[25 µM]	C[C@@H]1CCCCO[C@H](CN(C)C(=O)NC2CCCCC2)[C@@H](C)CN([C@@H](C)CO)C(=O)c2cc(N(C)C)ccc2O1
-81	CN1c2ccc(Br)cc2[C@H]2[C@H](CCN2C(=O)C2CC2)[C@@H]1CO
-1	Cc1ccc(SCCC(=O)OCn2nnc3ccccc3c2=O)cc1
4	COc1cccc(C(O)c2nc(-c3cnn(C)c3)cs2)c1 (stereo not given)
-59	Fc1ccccc1OCCSc1nc2ccccc2o1
0	CN(C)C(=O)c1ccc(-c2nnc(NCc3ccccc3)c3ccccc23)cc1
1&-16	COc1ccc(-c2ccc(C3[C@H]4CNC[C@@H]3N4S(=O)(=O)c3cccc(OC)c3)cc2)cc1 (stereo not given in full)
-10	CN1C(=O)SC(Nc2ccccc2)C1=O (stereo not given)
2	CCC(=O)Nc1cc(C)c(OC)c(C)c1
-10	CSc1ccccc1C(=O)N1CCc2ccc(NC(=O)c3ccccn3)cc2C1
-11[25 µM]	O=C(C[C@H]1C[C@H]2c3cc(NC(=O)Nc4ccccc4F)ccc3O[C@H]2[C@H](CO)O1)NCc1ccc2c(c1)OCO2
-2	FC(F)(F)c1cc(-c2ccco2)nc(NCc2ccccc2)n1
6	CCOC(=O)NC(=O)COC(=O)CCCc1nc2ccccc2s1
6	COc1ccc(C(=O)NNC(=O)c2cc(C)nc3ccccc23)cc1
-6	O=C(Nc1cccc(NC(=O)c2cccs2)c1)c1ccco1
8	O=C(COC(=O)c1ccc(F)c(S(=O)(=O)N2CCOCC2)c1)NCc1ccccc1
4	O=C(Nc1ccccc1C(=O)NCC1CC1)c1cccs1

# (list continues)
CD40 NFkB inh	structure
-19	CCOc1ccc(C(=O)NCC(=O)Nc2cc(C)ccn2)cc1OCC
9	COC(=O)c1cc(S(=O)(=O)N(C)C2CCCCC2)oc1C
-22	CC(=O)Nc1ccc(NC(=O)CSc2nnc(NC(=O)c3ccccc3F)s2)cc1
7	Cc1ccccc1S(=O)(=O)N(C)C[C@@H]1OCc2ccccc2-c2ccccc2C(=O)N([C@H](C)CO)C[C@@H]1C
7	C[C@H]1CN(C)C(=O)Cc2cc(NS(C)(=O)=O)ccc2O[C@@H]1CN(C)C
-11	O=C(Cc1ccccc1)NCC(=O)N1CCc2ccccc2C1
-20	COc1ccc(NC(=S)N(Cc2cccc(Br)c2)CC2CCC(C(=O)O)CC2)cc1 (stereo not given)
6	Cc1cc(C)c(C)c(S(=O)(=O)N2CCC(C(=O)N3CC(C)CC(C)C3)CC2)c1C (stereo not given)
12	NC(=O)Nc1ccc(C(=O)OCC(=O)NC2CCCc3ccccc32)cc1 (stereo not given)
-1	CC1(C(=O)NS(=O)(=O)C2CC2)CCN(C(=O)COCc2ccccc2)C1 (stereo not given)
-15	CCC(c1ccccc1)c1noc(CCN(CC)CC)n1 (stereo not given)
-14[25 µM]	O=C(c1cccnc1)N1CC[C@@H]2[C@@H](CO)Nc3ccc(-c4cccc(F)c4)cc3[C@@H]21
8	CC1(C)CC(=O)C(C#N)=C(NCCCO)C1
-11	Cc1cc(F)ccc1S(=O)(=O)N1CCCCC1CCNC(=O)C(=O)NCc1ccccn1 (stereo not given)
-8	NC(=O)NC(=O)Nc1ccccc1Cl
16	O=C(CSc1nc(=O)n(Cc2ccccn2)c2c1CCC2)Nc1ccc(F)cc1F
18[25 µM]	COc1ccccc1NC(=O)N1CCCCN2[C@@H](CO)[C@H](c3ccc(-c4cccc(C#N)c4)cc3)[C@@H]2C1
11	CC(NC(=O)COC(=O)Cn1cc(C(F)(F)F)ccc1=O)c1ccccc1 (stereo not given)
10[25 µM]	COc1cccc(NC(=O)N2[C@H](CO)[C@@H](c3ccccc3)[C@H]2CNCC(C)C)c1
-10	COc1ccc(OC)c(NC(=O)Nc2cccc(Cn3cccn3)c2)c1

# In the list so far, these contain a tert-butyl group.
CD40 NFkB inh	structure
4[25 µM]	CC(C)(C)[S@](=O)N1Cc2cc(C(=O)N3CCc4ccccc4C3)nc(-c3cccc(-c4cncnc4)c3)c2[C@@H]1CCO
4	Cn1cccc1C(=O)OCC(=O)Nc1cc(C(C)(C)C)nn1-c1ccccc1
